# OX1R antag: blocks the human orexin 1 receptor. 330,000 tested, 1.8% active. inhibition, % at 6.6 µM. O43613. OX1R-expressing cells, FRET antagonist read-out; in the data active = inhibition mostly above about 38%, no sharp cut-off; inactive = mostly below about 40%;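 note: 0% = agonist challenge alone and 100% = reference antagonist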
# KCNQ2 block: KCNQ2 potassium channel inhibitors, primary screen, cell-based, CHO-K1, FluxOR thallium flux, B-score (AID 2156) | O88943 | 20 min; active compounds read low | B-score at 10 µM | 310,000 tested, 1.1% active;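 active = fluorescence ratio B-score at most minus 3 library SDs, with starting brightness B-score within 2 library SDs, cut at about -5.5 in these data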
# Target sequence (O88943 whole entry, looked up): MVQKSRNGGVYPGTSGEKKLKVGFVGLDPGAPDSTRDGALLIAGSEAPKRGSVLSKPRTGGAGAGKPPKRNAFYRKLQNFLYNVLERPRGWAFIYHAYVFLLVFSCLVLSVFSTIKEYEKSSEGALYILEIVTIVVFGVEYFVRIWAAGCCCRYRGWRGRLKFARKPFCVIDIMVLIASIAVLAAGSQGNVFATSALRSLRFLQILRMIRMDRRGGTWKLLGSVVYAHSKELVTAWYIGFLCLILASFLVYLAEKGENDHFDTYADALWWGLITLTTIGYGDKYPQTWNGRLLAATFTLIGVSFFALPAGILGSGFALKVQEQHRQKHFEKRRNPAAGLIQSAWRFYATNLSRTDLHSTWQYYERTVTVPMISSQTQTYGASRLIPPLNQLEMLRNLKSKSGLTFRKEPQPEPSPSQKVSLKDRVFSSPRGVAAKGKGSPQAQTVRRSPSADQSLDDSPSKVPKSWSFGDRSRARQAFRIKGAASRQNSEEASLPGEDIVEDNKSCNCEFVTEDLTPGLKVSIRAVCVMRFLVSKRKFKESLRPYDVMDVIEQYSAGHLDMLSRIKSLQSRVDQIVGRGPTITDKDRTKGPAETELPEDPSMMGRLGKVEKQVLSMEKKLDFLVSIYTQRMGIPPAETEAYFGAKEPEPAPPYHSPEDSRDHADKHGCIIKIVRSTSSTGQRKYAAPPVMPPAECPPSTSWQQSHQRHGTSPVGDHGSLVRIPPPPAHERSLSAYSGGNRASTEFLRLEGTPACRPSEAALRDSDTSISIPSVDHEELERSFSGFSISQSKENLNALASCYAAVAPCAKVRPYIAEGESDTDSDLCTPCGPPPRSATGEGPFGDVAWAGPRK
# STK33 inh: blocks human STK33 kinase activity. purified STK33, MBP phosphorylation, ADP-Glo luminescence. 320,000 tested, 0.073% active. inhibition, % at 10 µM. Q9BYT3;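 active = inhibition at or above 25%, using the most active replicate where run in duplicate; inactive = inhibition below 25%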
# An asterisk follows results filed as active; i = inactive; nt = not tested or not shown.
cpd	Compound	OX1R antag	KCNQ2 block	STK33 inh
1	CC(CCc1ccco1)NC(=O)Cn1ncc2c(=O)oc3ccccc3c21 (stereo not drawn)	7	i	-1.5
2	O=C(CCN1C(=O)C2CC=CCC2C1=O)OCC(=O)c1ccc(F)cc1 (stereo not drawn)	6	nt	-1.4
3	O=C1CC(N(CCc2ccccc2)C(=S)Nc2ccccc2)C(=O)N1c1ccc(F)cc1 (stereo not drawn)	13	i	-0.3
4	CC(C)=C1C2CC2C2C(C(=O)O)C12 (stereo not drawn)	5	i	0.2
5	Cc1nn(Cc2ccc([N+](=O)[O-])cc2)c(=O)n1-c1cccc(Cl)c1	12	i	-2.3
6	COc1ccc(NC(=S)NC2CC3CCC2C3)c(OC)c1 (stereo not drawn)	6	i	-1.3
7	Cc1csc2c(N3CCN(C(=S)Nc4ccc(F)cc4F)CC3)ncnc12	25	i	0.4
8	CCN(Cc1ccncc1)Cc1nc(-c2ccc(C(=O)OC)cc2)no1	5	i	-0.7
9	O=C1C=C(c2ccc3c(c2)OCCO3)C[C@@H](c2ccc(F)cc2)C1	8	nt	-1.6
10	Cc1cccc(C)c1NC(=O)COc1ccc2c(C)c(Cc3ccccc3)c(=O)oc2c1C	9	i	0.7
11	COc1cccc(NC(=O)N2CCCC2C(=O)Nc2cc(C)ccc2OC)c1 (stereo not drawn)	17	i	0.5
12	COc1ccc(NS(=O)(=O)c2cc(C(=O)Nc3ccccc3C(=O)O)ccc2C)cc1	-1	i	-3.6

# In a second layout: entries from further up
[6] COc1ccc(NC(=S)NC2CC3CCC2C3)c(OC)c1 (stereo not drawn)
  OX1R antag = 6
  KCNQ2 block = i
  STK33 inh = -1.3
[7] Cc1csc2c(N3CCN(C(=S)Nc4ccc(F)cc4F)CC3)ncnc12
  OX1R antag = 25
  KCNQ2 block = i
  STK33 inh = 0.4

# Next section
cpd	Compound	OX1R antag	KCNQ2 block	STK33 inh
13	CNC(=S)NNC(=O)c1cccs1	6	i	-2.1
14	CCOc1cc(-c2cc(-c3ccc(N)cc3)nc(N)c2C#N)ccc1O	30	i	2.3
15	CCOC(=O)/C(=N\Nc1ccccc1Cl)N(C)C1CCS(=O)(=O)C1 (stereo not drawn)	12	i	-1.9
16	Cc1cccc(NC(=O)CNC(=O)N2CC(=O)Nc3ccccc32)c1C	4	i	-1.4
17	O=C(COC(=O)c1cnccn1)NC(=O)c1ccccc1	7	i	-0.7
18	CCN(CC)Cc1c(C(=O)N/N=C(\C)c2ccncc2)nnn1-c1nonc1N	-7	i	-0.7
19	COc1ccc(CCNC(=O)CNC(=O)Cn2cnc3sc(C)c(C)c3c2=O)cc1OC	10	i	-0.7
20	COC(=O)C1=C(C)N(CCCC(=O)O)C(=O)NC1c1ccc([N+](=O)[O-])cc1 (stereo not drawn)	19	i	-1.4
21	COc1ccccc1/C=C1\SC(=S)N(NS(=O)(=O)c2ccc(C)cc2)C1=O	14	i	-1.2
22	COc1ccccc1C(=O)Nc1nc2cc3c(cc2s1)OCO3	23	i	-0.2
23	O=C(NNc1cc(N2CCOCC2)nc(N2CCOCC2)n1)c1ccc(Cl)c(Cl)c1	32	i	0.9
24	CC(C)Oc1ccccc1C1CC(=O)Nc2cc3c(cc21)OCCO3 (stereo not drawn)	2	i	-5.7

cpd	Compound	OX1R antag	KCNQ2 block	STK33 inh
25	Cc1cccc(OCCCC(=O)Nc2ccc3c(c2)OCO3)c1	11	i	-2.0
26	COc1ccc(-c2csc(NC(=O)Nc3ccccc3)n2)cc1	8	i	-1.4
27	CCCCn1c(N)c(N(CC(C)C)C(=O)C2CCN(C(=O)c3ccc(Cl)cc3)CC2)c(=O)[nH]c1=O	12	i	-0.7
28	Cc1nnc(SCC(=O)Nc2cc(S(C)(=O)=O)ccc2Cl)n1Cc1ccccc1	20	i	0.4
29	COC(=O)c1[nH]c2ccccc2c1NC(=O)CN1CC(C)OC(C)C1 (stereo not drawn)	16	i	0.2
30	CC(=O)NC(CCS(C)(=O)=O)C(=O)Nc1cccc(C(C)=O)c1 (stereo not drawn)	1	i	-0.9
31	CCc1nnc(NC(=O)c2nc3nc(C)cc(C)n3n2)s1	5	i	0.4
32	Cc1cccc(CN2CCN(CC(=O)NCc3cccs3)C2=O)c1	7	i	0.1
33	COc1ccccc1C(CNC(=O)CNC(=O)c1ccc(Cl)c(Cl)c1)N1CCCC1 (stereo not drawn)	1	nt	0.2
34	CCOc1ccc(N(CC(=O)NCc2ccco2)S(C)(=O)=O)cc1	16	i	-1.5
35	COC(=O)c1c(-c2ccccc2Cl)noc1/C=C/N(C)C	-2	i	-1.8
36	O=C(CCc1ccccc1)NNC(=S)NCc1ccc(Cl)cc1	8	i	-1.2

# Arranged by the number under STK33 inh (rising): 3 of the compounds above
cpd	Compound	OX1R antag	KCNQ2 block	STK33 inh
36	O=C(CCc1ccccc1)NNC(=S)NCc1ccc(Cl)cc1	8	i	-1.2
32	Cc1cccc(CN2CCN(CC(=O)NCc3cccs3)C2=O)c1	7	i	0.1
33	COc1ccccc1C(CNC(=O)CNC(=O)c1ccc(Cl)c(Cl)c1)N1CCCC1 (stereo not drawn)	1	nt	0.2

# Next compounds follow.
cpd	Compound	OX1R antag	KCNQ2 block	STK33 inh
37	CCn1c(COc2ccc(C)cc2)nnc1SCC(=O)Nc1ccc(S(N)(=O)=O)cc1	9	i	0.2
38	CCCCn1c(SCC(=O)N2CCCC2)nc2c1c(=O)n(C)c(=O)n2C	-1	i	2.6
39	CN1C(N)=NC(=O)/C1=C/c1ccccc1F	28	i	-1.2
40	COC(=O)c1ccc(-c2ccc(Cl)cc2)nc1C	17	i	0.0
41	CCN(CC)CCOC(=O)c1ccc(N/C=C(/C#N)c2nc(-c3cc4ccccc4oc3=O)cs2)cc1	nt	i	6.0
42	COc1ccc(NC(=O)CN(C)C(=O)CSCC(=O)Nc2ccc(C)cc2)cc1	13	i	-0.9
43	CCCCC(CC)C(=O)Nc1ccc(C#N)cc1 (stereo not drawn)	5	i	-0.5
44	COc1ccccc1NC(=O)C(C)OC(=O)CCNS(=O)(=O)c1cccc(C(F)(F)F)c1 (stereo not drawn)	-1	nt	-2.4
45	O=C(Cn1cnnn1)Nc1cccc(S(=O)(=O)N2CCCCC2)c1	2	i	-1.2
46	COc1ccc2c(c1)c(C(=O)CN1CCc3ccccc3C1)c(C)n2C	37	i	-1.3
47	COc1ccc(C2Nc3ccc(Br)cc3C(c3ccccc3)N2CC(=O)O)cc1 (stereo not drawn)	16	i	-0.5
48	C=CCNC(=O)CSc1nnc(-c2ccccc2Cl)n1-c1c(C)n(C)n(-c2ccccc2)c1=O	5	i	-0.2

cpd	Compound	OX1R antag	KCNQ2 block	STK33 inh
49	COc1ccc(OC)c(NC(=O)CN2C(=O)COc3ccc(S(=O)(=O)N4CCCC4)cc32)c1	20	i	-0.4
50	c1ccc(-c2csc(Nc3ccc4c(c3)OCCO4)n2)cc1	35	i	-0.1
51	Cc1cc(OCC(=O)N(Cc2ccco2)C2CCS(=O)(=O)C2)cc(C)c1Cl (stereo not drawn)	5	i	-2.1
52	Cc1cnc(C(=O)OCC(=O)Nc2ccc(Br)c(C)c2)cn1	8	nt	-1.1
53	Cc1ccc(S(=O)(=O)N2CCOCC2)cc1NC(=O)COC(=O)CNC(=O)c1ccc(Cl)cc1Cl	nt	i	-0.8
54	CCOc1nc(NCCO)nc(Nc2ccc([N+](=O)[O-])cc2)n1	24	i	-1.3
55	O=C(O)/C=C/C(=O)Nc1nccs1	-3	i	2.2
56	CNC(=S)NNC(=O)c1cccn(Cc2ccccc2)c1=O	4	i	-0.9
57	Cc1nnc2n1N=C(c1ccccc1)CS2	-2	i	-0.1
58	CCn1c(SCc2c(Cl)cccc2Cl)nnc1-c1nn(-c2ccccc2)ccc1=O	11	i	-0.6
59	COc1cccc(C2=CC(=O)C[C@H](c3ccc4c(c3)OCO4)C2)c1OC	5	nt	-1.3
60	Cc1cc(OC(=O)c2cccc(C(F)(F)F)c2)c([N+](=O)[O-])c(=O)[nH]1	4	i	1.8

cpd	Compound	OX1R antag	KCNQ2 block	STK33 inh
61	O=C(C1CCCCC1)N1CCN(C(=O)C2CCCCC2)CC1	12	i	-0.1
62	CC(/C=N/NC(=O)c1cc(-c2cccs2)[nH]n1)=C\c1ccccc1	88*	i	-0.2
63	CC(C)(C)C(=O)Cn1ncc(N2CCCC2)c(Br)c1=O	31	i	-0.2
64	Cc1ccc(N/N=C2\COC(C)(C)CC2=O)cc1	-5	i	nt
65	O=C(N/N=C/c1oc(O)c2ccccc12)c1ccccc1O	9	i	0.3
66	CCOC(=O)CNC(=O)CSc1nc(NCc2ccccc2)nc(N(C)C)n1	25	i	-0.4
67	COc1ccc(CNC(=O)CN(C)Cc2ccc(SC)cc2)cc1	27	i	0.1
68	CCCOc1ccc(N)cc1N	41	i	1.1
69	CCOC(=O)C1=C(O)C(=O)N(Cc2ccccc2)C1	-7	i	-0.7
70	Cc1ccccc1CNC(=O)c1ccccc1	18	i	-2.5
71	Cc1nnc(NC(=O)Cc2ccc(OCc3c(C)noc3C)cc2)s1	2	i	-0.3
72	C=CCNC(=O)C(=O)N/N=C/c1cccc(Br)c1	7	i	-2.7

# From no. 67 as far as 68, as listed above:
cpd	Compound	OX1R antag	KCNQ2 block	STK33 inh
67	COc1ccc(CNC(=O)CN(C)Cc2ccc(SC)cc2)cc1	27	i	0.1
68	CCCOc1ccc(N)cc1N	41	i	1.1

# (more compounds)
cpd	Compound	OX1R antag	KCNQ2 block	STK33 inh
73	CSc1ccccc1NC(=O)Nc1cccc2ccccc12	nt	i	-1.1
74	NC(=O)c1ccccc1OCC(=O)Nc1ccc(Cl)c(Cl)c1	19	i	-0.7
75	O=C(N/N=C/c1ccccc1)c1sccc1OCc1ccc(F)cc1	17	-6.8*	0.5
76	O=c1c2cnn(-c3ccc(F)cc3)c2ncn1Cc1ccccc1	0	i	1.4
77	CCCNC1CCS(=O)(=O)C1 (stereo not drawn)	9	i	-0.8
78	Nc1nc(NCCCN2CCOCC2)nc(Nc2cccc(F)c2)c1[N+](=O)[O-]	16	i	-3.2
79	O=C(CC1COc2ccccc2O1)Nc1ccccn1 (stereo not drawn)	18	i	-2.2
80	COc1ccc(-c2csc(COC(=O)C(C)(C)C)n2)cc1	5	i	0.2
81	COC(=O)CC1COc2ccccc2N1C(=O)c1ccc(Br)cc1 (stereo not drawn)	37	i	0.4
82	COc1ccc(C(CNC(=O)C(C)Oc2ccc(Br)cc2)N2CCCCC2)cc1 (stereo not drawn)	13	nt	0.2
83	CCc1ccc(C(=O)OCC(=O)N2CCCCCC2)cc1	6	nt	-1.7
84	Cc1cc(C)n(-c2ccc(C(=O)Nc3ccc(S(=O)(=O)NCc4ccco4)cc3)cc2)n1	29	i	-0.7

cpd	Compound	OX1R antag	KCNQ2 block	STK33 inh
85	Cc1ccccc1NC(=O)CN1C(=O)CSc2ccc(S(=O)(=O)N3CCCCC3)cc21	-4	i	1.1
86	O=C(CCN1CCOCC1)NNC(=O)Nc1cccc([N+](=O)[O-])c1	35	i	-1.1
87	CC(C)NC(=S)Nc1cccc2cnccc12	14	i	2.6
88	O=C(NC1=NCCS1)c1cccc2ccccc12	12	i	-1.2
89	CN1/C(=C\C(=O)Nc2ccc(Cl)cc2)C(C)(C)c2ccccc21	19	-8.1*	0.4
90	CC1Cn2c(COc3ccccc3)nnc2S1 (stereo not drawn)	4	i	-0.6
91	COCCn1c(=NC(=O)CSCC(=O)N2CCOCC2)sc2ccccc21	3	i	-1.3
92	CC(=O)Nc1ccc(-c2nn[nH]n2)cc1	10	i	-0.2

# Assay outcomes deposited in PubChem BioAssay by several laboratories.

# Rows were taken by chance, and some 2.7% of all compounds hit somewhere here.
